NR3A LBD binder: modulates the human NR3A ligand-binding domain; NR3A LBD differential scanning fluorimetry, Tm shift; 0% = protein alone, 100% = glycine-bound protein; Tm shift relative to glycine control, % at 25 µM; 340,000 tested, 2.5% active; AID 1259313;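 active means melting temperature shift of at least 10% of the positive control shift, at one fixed dose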
UPR XBP1 act: activators of adaptive arm of unfolded protein response (XBP1). CHO-XBP1 luciferase reporter, IRE1-XBP1 UPR activation, luminescence; percent of tunicamycin response, DMSO as zero. activation, % at 20 µM. 330,000 tested, 0.33% active. AID 463104;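 active means versus positive control, 20 µM dose yields 30% or more activation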;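 further: 100% = tunicamycin at 10 µg/mL and 0% = DMSO only wells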
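Assay system: CHO-XBP1 luciferase reporter cells; Schedule: 6 h treatment, 37 °C; Detection: glow luminescence from Steady-Glo reagent; Benchmarks: high control tunicamycin 10 µg/mL final, low control DMSO vehicle only.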
APJ ag: APJ receptor agonism; P35414; CHO-K1 APJ PathHunter beta-arrestin, luminescence; 0% DMSO wells, 100% apelin; activation, % at 20 µM; 330,000 tested, 0.11% active; AID 2520;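 active means activation more than six SD over the plate average, tested at 20 µM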;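 further: 0% = DMSO alone and 100% = apelin-13 at 10 nM; some results filed as inactive read as strong as hits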
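Assay system – PathHunter CHO-K1 APJ (AGTRL-1) beta-arrestin reporter cells · Compound – one dose, 20 µM compound, 1% DMSO · Timing – compound 90 min 25 °C, reagent 1 h · Measured by – luminescence from split beta-galactosidase complementation, Galacton Star/Emerald II substrate · Measure – beta-arrestin recruitment to APJ as agonist activity, luminescent signal · Benchmarks – DMSO vs Apelin-13 10 nM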
NALP3 yeast inh: NALP3 inhibition in yeast | Yeast reconstituted NLRP3/ASC/caspase-1, beta-gal luminescence, 24 h | inhibition, % at 10 µM | 330,000 tested, 0.39% active;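 active means inhibition of 50% or more; inactive means inhibition below 50%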;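 further: plate controls were induced DMSO wells for no effect and uninduced yeast grown without galactose for full effect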
UPR CHOP act: activators of apoptotic arm of unfolded protein response (CHOP). 330,000 tested, 0.34% active. CHO-CHOP luciferase reporter, UPR activation, luminescence; percent of tunicamycin response over DMSO baseline. activation, % at 10 µM;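 active means at 10 µM dose, activation of 40% or more, normalized to positive control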;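 further: 100% = tunicamycin at 10 µg/mL and 0% = DMSO alone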
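System: CHO-CHOP luciferase reporter cell line; amount: 500 cells/well; buffer or medium: F12 medium containing 10% fetal bovine serum; incubation: 6 h compound exposure at 37 °C after overnight seeding; measured by: luciferase luminescence after 10 min with Steady-Glo reagent; evaluation: % reporter activation, DMSO baseline versus tunicamycin full activation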
TIM10 inh: growth inhibitors of TIM10 yeast strain. S. cerevisiae TIM10 strain growth, BacTiter-Glo luminescence, 24 h. inhibition, % at 10 µM. 330,000 tested, 1.4% active. AID 463195;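 active means inhibition of 40% or more at the single tested concentration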;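 further: wild-type TIM10 isogenic control strain grown at permissive 25 °C; 0% = DMSO yeast wells and 100% = minimal medium wells without yeast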
Mdm2 MdmX PPI: inhibitors of human Mdm2/MdmX interaction. SaOS-2 split-luciferase Mdm2/MdmX complementation, luminescence. inhibition, % at 8 µM. 330,000 tested, 3% active;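 active means inhibition of at least 50% at 8 µM in the primary screen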
Target sequence (O15151 whole entry, looked up): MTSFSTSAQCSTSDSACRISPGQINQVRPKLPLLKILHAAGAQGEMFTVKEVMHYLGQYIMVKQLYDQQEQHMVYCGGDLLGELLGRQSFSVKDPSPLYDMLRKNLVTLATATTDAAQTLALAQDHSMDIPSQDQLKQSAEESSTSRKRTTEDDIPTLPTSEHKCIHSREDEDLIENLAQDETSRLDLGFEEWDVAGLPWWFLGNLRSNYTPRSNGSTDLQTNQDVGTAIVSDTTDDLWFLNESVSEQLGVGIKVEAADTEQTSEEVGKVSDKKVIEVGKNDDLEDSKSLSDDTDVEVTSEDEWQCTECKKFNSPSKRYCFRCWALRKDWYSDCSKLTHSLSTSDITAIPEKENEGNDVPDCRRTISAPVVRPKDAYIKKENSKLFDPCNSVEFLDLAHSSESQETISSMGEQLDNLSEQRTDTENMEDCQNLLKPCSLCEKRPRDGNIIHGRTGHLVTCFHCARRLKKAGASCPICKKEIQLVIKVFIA
Target sequence (Q00987 whole entry, looked up): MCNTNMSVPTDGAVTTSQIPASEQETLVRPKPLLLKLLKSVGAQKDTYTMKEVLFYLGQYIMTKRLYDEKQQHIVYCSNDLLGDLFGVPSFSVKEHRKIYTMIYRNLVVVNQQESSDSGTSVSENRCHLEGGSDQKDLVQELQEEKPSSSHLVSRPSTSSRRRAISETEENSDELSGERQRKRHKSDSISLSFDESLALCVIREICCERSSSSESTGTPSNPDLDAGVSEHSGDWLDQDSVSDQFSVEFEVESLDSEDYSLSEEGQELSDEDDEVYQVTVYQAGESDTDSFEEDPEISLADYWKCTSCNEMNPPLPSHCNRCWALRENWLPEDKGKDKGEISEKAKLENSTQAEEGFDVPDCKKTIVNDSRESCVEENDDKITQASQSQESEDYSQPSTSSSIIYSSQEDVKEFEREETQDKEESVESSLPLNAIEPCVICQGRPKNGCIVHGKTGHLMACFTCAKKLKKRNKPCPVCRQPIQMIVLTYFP
tim23-1 inh: tim23-1 yeast growth inhibition. S. cerevisiae tim23-1 growth, BacTiter-Glo luminescence, 24 h. inhibition, % at 20 µM. 330,000 tested, 1.3% active. AID 463212;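 active means growth inhibition of the mutant yeast at or above 50%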;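 further: temperature-sensitive mutant grown at 25 °C; plate controls were DMSO-treated mutant yeast for no effect and medium wells lacking yeast for full effect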
tim10-1 inh: growth inhibitors of tim10-1 mutant yeast. 330,000 tested, 2.2% active. AID 463190. inhibition, % at 20 µM. S. cerevisiae tim10-1 ts strain growth, BacTiter-Glo, 24 h;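 active means inhibition of at least 40%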;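 further: mutant grown at 25 °C; 0% = DMSO wells with yeast and 100% = wells holding no yeast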
Active calls of the source: *; x = no result given.

SMILES	NR3A LBD binder	UPR XBP1 act	APJ ag	NALP3 yeast inh	UPR CHOP act	TIM10 inh	Mdm2 MdmX PPI	tim23-1 inh	tim10-1 inh
COCCCn1cnnc1SCc1nc2sc(C(C)=O)c(C)c2c(=O)[nH]1	1	0	-4	10	-1.1	7	-7	5	-6
CCOCCCNS(=O)(=O)c1ccc(Br)cc1	0	-2	-4	13	-1.4	7	14	7	8
Clc1cccc(Nc2ncnc3ccc(Br)cc23)c1	-2	-3	-2	23	-0.5	48*	74*	54*	34
CC(CC(=O)Nc1ccc(F)cc1)S(=O)(=O)c1ccc2c(c1)NC(=O)CO2 (stereo not given)	2	-6	-2	17	-1.1	-6	4	8	-5
CC1(C)SC(=S)N(/N=C/c2ccccc2)C1N(O)C(=O)Nc1ccc([N+](=O)[O-])cc1 (stereo not given)	14*	-1	-2	5	-2.1	-11	38	-8	2
Cc1cc(C(=O)Nc2ccc(S(=O)(=O)N3CCOCC3)cc2)ccc1[N+](=O)[O-]	30*	0	-2	8	0.4	1	5	23	25
COCCn1c(SCC(=O)NC2(C#N)CCCCC2)nc2ccccc2c1=O	2	0	-3	7	0.4	0	8	7	5
O=C(Nc1cccc(F)c1)N1CC=C(c2ccc(Cl)cc2)CC1	-15	-1	8	17	-0.5	37	-35	59*	37
O=c1c2ccccc2nc(-c2ccoc2)n1CCc1ccccc1	-5	3	-2	16	1.1	-37	-20	31	-11
Cc1ccc(-n2cc(CNCCN3CCOC3=O)c(-c3ccc(F)cc3)n2)cc1	-1	1	-2	6	1.1	-6	11	10	33
CCOC(=O)CC(=O)CSc1ccc2nnc(-c3cccc(F)c3)n2n1	0	-1	-4	12	-1.4	23	-14	13	25
O=C1/C(=C/c2cccnc2)Oc2cc(OS(=O)(=O)c3ccc(F)cc3)ccc21	4	-1	-1	7	2.6	21	3	31	20
Cc1ccc(CN2CCN(Cc3nc4c(s3)CCCC4)CC2CCO)cc1 (stereo not given)	0	0	0	8	0.1	6	-4	3	8
Cc1onc(-c2ccccc2)c1C(=O)N(C)CCc1ccccn1	0	-3	9	1	1.0	10	11	13	6
O=C(CN1C(=O)C2CC=CCC2C1=O)OCc1cc(=O)n2cc(Br)ccc2n1 (stereo not given)	0	1	-3	5	-0.7	-18	-30	-4	7
CCOC(=O)/C(C#N)=N\Nc1cc(Cl)ccc1OC	0	-1	-8	23	0.3	21	14	11	16
O=C(Nc1ccc2c(c1)OCCO2)C(=O)c1c[nH]c2ccccc12	-24	-1	7	30	0.8	10	-66	27	4
COC(=O)c1ccc(CSc2nnc3n(Cc4ccccc4OC)c(=O)c4ccccc4n23)o1	-5	1	-1	-2	0.3	11	-10	27	0
COC(=O)c1ccccc1S(=O)(=O)Nc1ccc(OC)nc1	-2	-3	-2	21	1.5	-19	1	6	14
CC(C)C(=O)Nc1ccc(NC(=O)c2cccs2)cn1	1	5	-5	0	2.3	9	-2	-5	-13
COc1cc(NC(=O)Cn2c(C)cc3ccccc3c2=O)cc(OC)c1OC	1	-4	2	-8	-2.5	-2	24	-6	7
Cc1nn(Cc2c(Cl)cccc2Cl)c(C)c1NC(=O)c1sc2ccccc2c1Cl	1	65*	3	13	49*	6	53*	-14	15
O=C(CCCC(=O)OCC(Cl)=C(Cl)Cl)Nc1ccccc1F	-1	-2	1	16	1.4	11	11	6	4
Cc1noc(C)c1CSCC(=O)Nc1nc2ccc(Oc3ccccc3)cc2s1	1	-5	-1	9	0.5	-4	31	41	35
CC1(C)C(C=C(Cl)Cl)C1C(=O)Nc1ccc(S(=O)(=O)Nc2ncccn2)cc1 (stereo not given)	-6	2	3	4	0.2	2	24	-2	-16
CCO[C@H]1OC(C(=O)O)=C[C@@H](c2ccc(C(F)(F)F)cc2)[C@@H]1CCCO	0	0	0	4	0.5	2	4	2	-17
COc1ccc(-c2csc(NC(C)c3nc4cc(Cl)c(Cl)cc4n3CCCO)n2)cc1 (stereo not given)	-1	3	2	12	-1.0	13	59*	30	19
O=C(Cn1c(=O)oc2ccccc21)Nc1ccc2c(c1)OCCO2	1	1	2	3	-0.7	-10	14	-3	-2
O=C1CC(N2CCN(Cc3ccccc3)CC2)C(=O)N1c1ccccc1 (stereo not given)	2	0	-1	3	-0.5	6	-11	6	7
O=C(Nc1ccc(S(=O)(=O)N2CCCCCC2)cc1)C1CCCO1 (stereo not given)	0	-1	-8	19	0.6	9	22	22	19
COc1ccc(C(=O)N2CCCCCCC2)cc1OC1CCN(C(C)C)CC1	-1	-1	-1	9	0.7	4	-6	1	-17
NNC(=O)c1cc2ccccc2cc1O	0	0	1	12	-2.4	6	49	16	20
O=C(c1ccccc1)c1ccccc1C(=O)N1CCN(Cc2ccccc2F)CC1	2	-1	-3	24	0.1	1	11	32	27
CC(C)C(=O)Nc1c(-c2cccs2)c(=O)c2ccccc2n1C	3	-1	0	1	-2.3	-5	0	10	10
CC1CC2=C(NC(=S)NC2c2ccc(F)cc2)/C(=C/c2ccc(F)cc2)C1 (stereo not given)	3	-2	-3	8	-1.1	29	30	37	46*
CCc1ccc(C2=NN(CCC(=O)NC3CCCCCC3)C(=O)CC2)cc1	2	-2	-3	9	0.4	12	11	21	18
CC(OC(=O)c1ccc2c(c1)OCO2)C(=O)NC1CCCCC1C (stereo not given)	1	-4	-6	35	-1.0	-5	24	10	-8
Cc1ccc(C)c2[nH]c(=O)c(CCNC(=O)C(C)(C)C)cc12	1	1	-1	7	0.8	6	-11	17	7
COc1ccc2c(c1)C(=O)CCC2c1ccccc1 (stereo not given)	-2	-5	-3	16	-1.0	-28	18	19	-8
Cc1ccn(C(=O)c2cc3ccccc3oc2=O)n1	x	0	-4	-3	0.5	-4	-1	16	3
O=S(=O)(c1ccc(Cl)cc1)N1CCN(C(=S)Nc2ccccc2F)CC1	-1	-4	1	0	-1.0	0	34	-2	14
O=C(NCCc1ccc(Cl)cc1)C1CCC(CNc2c(N3CCCCC3)c(=O)c2=O)CC1 (stereo not given)	-1	-1	-4	19	1.2	-2	-17	3	23
COc1ccccc1NC(=O)C1=C(C)Nc2nnnn2C1c1cc(Br)ccc1OC (stereo not given)	-8	-3	-2	4	-1.5	5	-10	11	25
Cn1c2c(c(=O)n(C)c1=O)C(c1ccc(Br)cc1)Nc1ccccc1O2 (stereo not given)	0	1	-1	6	-1.3	5	9	28	32
Cc1ccc2sc(N(CCCN(C)C)C(=O)c3ccc(S(=O)(=O)N(C)C4CCCCC4)cc3)nc2c1C	5	14	-7	15	2.5	18	99*	4	25
Cc1ccc2nc(SCC(=O)Nc3ccc4c(c3)OCO4)nc(=O)n2c1	1	2	1	17	3.2	-2	17	-9	-18
COc1cc2c(cc1OC)CC1(CCCCC1)N=C2	1	0	-2	14	-1.9	-6	-2	-5	-5
CCCCn1c(N)c(N(CCOC)C(=O)c2ccc3c(c2)C(=O)N(c2cc(C)ccc2C)C3=O)c(=O)[nH]c1=O	2	-2	-2	3	0.6	11	3	-6	-19
COc1ccc(CCNC(=O)CSc2nc3[nH]ncc3c(=O)n2-c2ccccc2Br)cc1OC	1	-3	-2	11	-2.1	-16	-9	10	11
CCOc1ccc(NS(=O)(=O)c2ccc(C(=O)N3CCCC3)cc2)cc1	0	-2	-5	-7	-1.0	0	6	-10	4
CCCCCC(=O)Nc1cccc(C2=NOC3(C2)C[C@H](C(N)=O)N(C(=O)CCCCC)C3)c1 (stereo not given in full)	2	3	5	-1	2.2	3	-6	13	12
COc1cc2c(cc1NC(=O)COC(=O)[C@@H](NS(=O)(=O)c1cccc(Cl)c1)C(C)C)oc1ccccc12	5	0	-1	5	6.4	22	21	18	23
Cc1cc(C)n(CC(=O)Nc2ccc([N+](=O)[O-])cc2)n1	-2	-1	-2	24	0.8	-7	-6	10	-17
Cn1c(=O)n(C)c2cc(S(=O)(=O)O)ccc21	-1	-4	-2	-2	-1.0	-1	-23	-4	-14
CCCNC(=O)c1nc(C)n(-c2ccc([N+](=O)[O-])cc2)n1	-3	-3	-2	9	-0.5	11	15	1	-4
COCCNC(=O)c1ccc(C2SCC(=O)N2Cc2ccco2)cc1 (stereo not given)	-1	0	-5	0	-0.4	18	17	-17	15
CCCCCCSc1ccc([C@H]2N[C@@](C)(C(=O)OC)[C@H]3C(=O)N(C)C(=O)[C@@H]23)cc1	-9	-3	-1	18	-0.5	29	23	38	44*
CCOc1cc(C)c(Cl)cc1S(=O)(=O)NCc1ccc2c(c1)OCO2	1	-2	-1	31	0.3	14	32	36	38
CCOC(=O)C1CCN(C(=O)CN(c2ccc3c(c2)OCO3)S(C)(=O)=O)CC1	0	-2	-6	4	-1.7	-8	-3	8	5
Cc1ccccc1NC(=O)CSc1ccncc1	0	2	-1	6	3.4	4	7	4	-11

An excerpt from further up, for reference:
SMILES	NR3A LBD binder	UPR XBP1 act	APJ ag	NALP3 yeast inh	UPR CHOP act	TIM10 inh	Mdm2 MdmX PPI	tim23-1 inh	tim10-1 inh
Cn1c(=O)n(C)c2cc(S(=O)(=O)O)ccc21	-1	-4	-2	-2	-1.0	-1	-23	-4	-14
CCCNC(=O)c1nc(C)n(-c2ccc([N+](=O)[O-])cc2)n1	-3	-3	-2	9	-0.5	11	15	1	-4
COCCNC(=O)c1ccc(C2SCC(=O)N2Cc2ccco2)cc1 (stereo not given)	-1	0	-5	0	-0.4	18	17	-17	15
CCCCCCSc1ccc([C@H]2N[C@@](C)(C(=O)OC)[C@H]3C(=O)N(C)C(=O)[C@@H]23)cc1	-9	-3	-1	18	-0.5	29	23	38	44*
CCOc1cc(C)c(Cl)cc1S(=O)(=O)NCc1ccc2c(c1)OCO2	1	-2	-1	31	0.3	14	32	36	38

Continuation.
SMILES	NR3A LBD binder	UPR XBP1 act	APJ ag	NALP3 yeast inh	UPR CHOP act	TIM10 inh	Mdm2 MdmX PPI	tim23-1 inh	tim10-1 inh
COc1ccc(C(=O)Nc2cccc(-c3nnc(-c4ccco4)o3)c2)cc1	-2	2	1	22	3.9	9	35	-14	-26
COc1ccc(-c2[nH]nc3c2C(c2ccccc2OC(=O)N2CCOCC2)C(C#N)=C(N)O3)cc1 (stereo not given)	0	-3	-2	15	-0.3	12	12	15	7
COc1c(C)cc(C(=O)C2CCCN(C(=O)c3cccc(-n4cccn4)c3)C2)cc1C (stereo not given)	2	0	-1	25	2.3	-18	6	33	16
C=CCNC(=O)C12CC3CC(C1)CC(C(=O)NCC=C)(C3)C2	-4	2	-2	11	-0.6	8	-29	2	5
COc1ccc(CCCc2n[nH]c(=S)o2)cc1	-4	0	0	8	1.6	-1	-9	19	17
CCc1ccccc1N(CC(=O)N1CCc2ccccc2C1)S(C)(=O)=O	-2	0	-2	-3	1.5	-3	12	13	24
COCC(=O)n1cc(C(=O)OC)c2ccccc21	-1	0	-1	15	-0.6	-14	-10	8	4
COc1ccc(S(=O)(=O)CCC(=O)N2CC(=O)N(CCc3ccccc3)C(=O)C2)cc1	-1	-2	1	19	-1.6	20	-10	17	33
Cc1ccccc1NC(=S)Nc1ccccn1	-11	-5	0	18	-0.1	13	-17	35	47*

Compound activity: PubChem BioAssay, Sanford-Burnham Center for Chemical Genomics
